Assay outcomes (PubChem BioAssay)
Cdc42 wt GTP – human Cdc42 wildtype GTP binding change, either direction; P60953; 0.2% of 190,000 active; percent activity (GTP binding), % at 10 µM; GST-Cdc42 beads, Bodipy-GTP binding, flow cytometry; actives lie on both sides;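 active = percent activity GTP binding at least 20 points away from the 100% baseline, either down as inhibitor or up as activator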;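 also: median bead fluorescence of bound Bodipy-FL-GTP at 100 nM; 0% = excess unlabeled GTP control and 100% = no compound control; below 100% means less GTP binding so inhibitor and above means activator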
Target sequence (P60953 whole entry, looked up): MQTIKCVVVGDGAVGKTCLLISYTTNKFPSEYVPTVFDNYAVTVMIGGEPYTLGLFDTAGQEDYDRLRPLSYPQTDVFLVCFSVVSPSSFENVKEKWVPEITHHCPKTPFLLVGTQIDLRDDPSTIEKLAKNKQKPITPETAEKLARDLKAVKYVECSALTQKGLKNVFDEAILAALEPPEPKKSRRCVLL
Rac1 wt modul – alters GTP binding to wildtype human Rac1; GST-Rac1 beads, fluorescent GTP binding, flow cytometry; actives lie on both sides; 0 = cold GTP competed, 100 = untreated; GTP binding activity (% of control), % at 10 µM; 0.27% of 190,000 active;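 active = GTP binding activity at least 20 points away from the 100% control level, either lower or higher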
HRas wt GTP – human HRas wildtype GTP binding, change in either direction; P01112; GTP binding activity, % at 10 µM; GST-Ras wt beads, Bodipy-FL-GTP binding, flow cytometry; actives lie on both sides; 0.14% of 190,000 active;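 active = GTP binding activity at least 20% away from the 100% baseline, either lowered as inhibitor or raised as activator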;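 also: 0% = unlabeled GTP competition control and 100% = no-compound control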
Target sequence (P01112 whole entry, looked up): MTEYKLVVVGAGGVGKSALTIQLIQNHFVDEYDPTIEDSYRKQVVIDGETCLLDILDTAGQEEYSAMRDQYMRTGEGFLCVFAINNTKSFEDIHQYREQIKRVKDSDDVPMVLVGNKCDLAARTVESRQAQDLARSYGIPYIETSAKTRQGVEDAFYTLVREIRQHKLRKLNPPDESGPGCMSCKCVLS
Bcl-2 Bim block – human Bim-Bcl-2 interaction inhibition | 0.06% of 190,000 active | AID 950 | P10415 | inhibition, % at 10 µM | Bead-based flow cytometry, Bim peptide-Bcl-2 binding; in the data active = inhibition above about 40%;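 also: 0% = no compound wells with probe peptide and 100% = reference peptide inhibitor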
Bim-Bcl-B – human Bim-Bcl-B interaction inhibition; inhibition, % at 10 µM; 0.073% of 190,000 active; bead-based flow cytometry, Bim peptide-Bcl-B binding; Q9HD36;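 also: 0% = tracer peptide without compound and 100% = reference inhibitor peptide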
Rab7 wt modul – dog Rab7 wildtype GTP binding, inhibitors and activators; AID 758; GTP binding activity (percent of control), % at 10 µM; GST-Rab7 beads, fluorescent GTP binding, flow cytometry; actives lie on both sides; untreated = 100%, excess cold GTP = 0%; 0.055% of 190,000 active;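 active = fluorescent GTP binding to Rab7 beads changed by at least 20 points from the 100% baseline, either direction, mostly lower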;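 also: median green fluorescence of bound Bodipy-FL-GTP per Rab7 bead population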
Rab2 wt GTP – changes GTP binding to wildtype dog Rab2A, up or down. GST-Rab2 wt beads, Bodipy-GTP binding, flow cytometry. GTP binding activity, % at 10 µM. 0.19% of 190,000 active;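 active = GTP binding activity at least 20 points away from 100%, either lowered or raised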;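 also: 0% = beads with excess unlabeled GTP and 100% = no-compound control corrected for plate trend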
Bim-Bfl-1 – inhibitors of Bim-Bfl-1 interaction, human; Bead-based flow cytometry, Bim-Bfl-1 binding inhibition; 0.12% of 190,000 active; Q16548; inhibition, % at 10 µM;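 also: 0% = wells without compound plus tracer and 100% = blocker peptide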
Rac1 act GTP bind – alters GTP binding to activated mutant human Rac1 | P63000 | GST-Rac1 activated beads, fluorescent GTP binding, flow cytometry; actives lie on both sides; 100% means binding = to untreated wells | percent activity (GTP binding), % at 10 µM | 0.11% of 190,000 active | AID 764;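 active = GTP binding at least 20 percentage points away from the 100% baseline, in either direction, so actives lie on both sides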
Bcl-W Bim block – inhibitors of Bim-Bcl-W interaction, human; Q92843; bead-based flow cytometry, Bim peptide-Bcl-W binding; inhibition, % at 10 µM; 0.02% of 190,000 active; AID 952;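 also: 0% = bound tracer without compound and 100% = peptide blocker; higher means less fluorescent Bim peptide bound to Bcl-W beads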
Target sequence (Q92843 whole entry, looked up): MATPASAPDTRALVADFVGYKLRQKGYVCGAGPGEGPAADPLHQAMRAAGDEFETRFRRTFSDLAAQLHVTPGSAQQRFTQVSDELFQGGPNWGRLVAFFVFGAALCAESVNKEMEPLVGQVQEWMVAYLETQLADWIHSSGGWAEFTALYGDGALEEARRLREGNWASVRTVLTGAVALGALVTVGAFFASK
Bcl-XL Bim block – disrupts Bim peptide binding to human Bcl-XL; Q07817; 0.04% of 190,000 active; bead flow cytometry, fluorescence; inhibition, % at 10 µM
Target sequence (Q07817 whole entry, looked up): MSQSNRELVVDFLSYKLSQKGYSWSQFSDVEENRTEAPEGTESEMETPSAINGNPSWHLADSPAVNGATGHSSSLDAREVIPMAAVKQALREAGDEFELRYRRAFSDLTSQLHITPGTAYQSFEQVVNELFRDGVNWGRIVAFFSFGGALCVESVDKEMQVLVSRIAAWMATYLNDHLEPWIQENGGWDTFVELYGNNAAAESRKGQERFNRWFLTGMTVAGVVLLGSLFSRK
The depositor's hits bear a star. Rule as the data show it, unless noted: active = inhibition above about 40%.

SMILES	Cdc42 wt GTP	Rac1 wt modul	HRas wt GTP	Bcl-2 Bim block	Bim-Bcl-B	Rab7 wt modul	Rab2 wt GTP	Bim-Bfl-1	Rac1 act GTP bind	Bcl-W Bim block	Bcl-XL Bim block
CC(C)(C)c1ccc(S(=O)(=O)O/N=C2/CCCCC2c2ccc([N+](=O)[O-])cc2[N+](=O)[O-])cc1 (stereo not given)	101	102	101	-11	-8	101	99	-12	100	1	-10
NNC(=O)CN1C(c2cccc(Cl)c2)=Nc2ccc(Br)cc2C1c1ccccc1 (stereo not given)	96	101	96	-8	-11	98	96	-17	96	0	-4
Cc1ccc2c(CC(=O)Nc3ccc(N4CCN(C)CC4)cc3C)coc2c1	103	105	101	-1	4	99	103	-7	101	4	-4
O=C(Cn1c(-c2ccco2)nc2ccccc21)N1CCCCC1	103	104	104	-3	-3	102	101	1	102	-1	-5
COc1ccccc1NC(=O)c1ccc(NS(=O)(=O)c2c(C)noc2C)cc1	102	109	101	-11	-9	100	102	-17	98	0	-3
O=C(CSCc1ccc(F)cc1)Nc1ccccc1	97	96	98	-8	-8	98	97	-14	94	-1	-3
Clc1ccc(CO/N=C2\CCCc3nonc32)cc1	100	103	102	-8	-4	103	100	-18	99	0	-2
O=C(C[n+]1ccc(C(=O)N/N=C/c2ccc(OCc3ccccc3)cc2)cc1)c1ccccc1	103	110	104	-5	-3	103	103	7	102	7	-3
CC1CCCN(C(c2ccccc2)c2sc3ncnn3c2O)C1 (stereo not given)	93	93	94	-3	-5	92	94	-2	93	0	-1
Cc1cc(Nc2cccc(Cl)c2)n2ncnc2n1	99	104	100	-1	-2	97	101	-1	99	0	-5
COc1ccc(-c2nc3cc(NC(=O)c4ccc5c(c4)OCO5)ccc3o2)cc1	96	97	98	2	4	100	101	0	100	2	1
O=C(Nc1nccs1)c1ccc(Cl)c(S(=O)(=O)N2CCCCC2)c1	90	90	92	-1	1	94	91	-2	92	0	0
O=C(NC1CCCCC1)C(c1ccccc1)N1CCC2(CC1)OCCO2 (stereo not given)	103	104	101	-4	-1	100	102	-4	100	-3	-7
Cc1ccccc1C(=O)Nc1ccc2nc3n(c(=O)c2c1)CCC3	97	97	96	-4	-3	99	96	-8	95	0	-2
Cc1c(C(=O)Oc2ccc(-c3cnc4ccccc4n3)cc2)cccc1[N+](=O)[O-]	93	97	99	10	-11	98	98	40*	98	12	0
CC1=NNC(=O)C1CCC(=O)N/N=C/C(Br)=C/c1ccccc1 (stereo not given)	105	104	101	-2	-6	99	101	-4	102	-9	-5
COc1ccc(/C=C/C(=O)Nc2cccc(S(=O)(=O)N3CCCC3)c2)cc1OC	83	81	82	5	4	95	81	5	90	7	8
CC(=O)c1c(C)nc(-c2ccc(Cl)cc2)nc1NC(=O)C(C)C	94	90	96	4	2	96	97	5	92	3	1
N#CC1=C(N)SC(N)=C(C#N)C1c1cccc(Oc2ccccc2)c1	97	99	94	-10	-12	94	95	-7	94	-6	-1
N#CC1=C(N)C(C#N)(C#N)C(c2cccnc2)C2COCC=C12 (stereo not given)	102	98	101	-2	-4	99	102	-4	96	-4	-2
CCc1cc(C(=O)OC)c(NC(=O)CC2SC(=NC)N(C)C2=O)s1 (stereo not given)	90	105	90	-2	0	97	87	-4	94	2	0
Cc1ccc(N2CC(C(=O)NC3=NCCS3)CC2=O)cc1 (stereo not given)	105	107	103	1	-1	100	101	0	103	2	1
CC(C)(C)c1ccc(/C=C/C(=O)N2CCCCC2)cc1	93	94	93	0	-2	92	97	-6	96	2	2
CCCCNC(=O)c1cc(-c2ccc(OC)c(OC)c2)on1	101	101	99	-1	-5	98	98	0	98	1	1
CSCC[C@H](NC(=O)NCCC1=CCCCC1)C(=O)O	103	106	100	0	-2	99	99	-8	99	2	-2
CCOC(=O)C1=C(C)NC2=C(C(=O)OC2)C1c1ccccc1 (stereo not given)	94	100	98	-4	-2	103	98	-5	96	0	0
Cc1ccc(S(=O)(=O)N(CC(=O)Nc2ccccc2C(=O)O)c2ccccc2)cc1	95	94	91	-2	2	95	93	-2	91	1	0
Cc1noc(C)c1C(=O)Nc1sc(C)c(-c2ccccc2)c1C#N	103	105	104	-9	-17	103	102	-5	106	-4	-11
O=C(CN1C(=O)NC2(CCc3ccccc3C2)C1=O)Nc1ccc(F)cc1 (stereo not given)	101	103	98	-3	-3	98	99	2	98	-8	-6
CCOC(=O)C(NC(=O)c1ccccc1)(OCC1(CC)COC1)C(F)(F)F (stereo not given)	107	108	103	5	-1	102	100	3	102	1	-2
O=C(CNc1ccc(F)cc1)N/N=C1\CCCc2ccccc21	92	97	95	2	-11	96	94	-11	93	-2	-5
CC(Nc1cc(N2CCCC2)ccc1[N+](=O)[O-])c1ccccc1 (stereo not given)	99	100	98	-5	-1	100	99	-2	97	-2	0
C=CCNC(=S)NNc1nc2c(c(=O)[nH]1)C1(CCCCC1)Cc1ccccc1-2	95	96	96	-10	-7	101	99	-10	97	-8	-9
Cn1c(NC(=O)c2ccccc2C(F)(F)F)cc(=O)n(C)c1=O	104	104	100	-7	-5	103	100	-8	99	2	-2
O=C1C(CCCNC(=S)NCc2ccccc2)NC(=S)N1Cc1ccccc1 (stereo not given)	100	103	101	-3	-14	101	98	-1	98	-3	-7
O=C(COC(=O)C1(c2ccc(F)cc2)CCCC1)Nc1ncc(C(F)(F)F)cc1Cl	100	105	99	-12	-9	103	99	-15	100	-2	-6

7 of the compounds above, bar-delimited.
Molecule | Cdc42 wt GTP | Rac1 wt modul | HRas wt GTP | Bcl-2 Bim block | Bim-Bcl-B | Rab7 wt modul | Rab2 wt GTP | Bim-Bfl-1 | Rac1 act GTP bind | Bcl-W Bim block | Bcl-XL Bim block
N#CC1=C(N)C(C#N)(C#N)C(c2cccnc2)C2COCC=C12 (stereo not given) | 102 | 98 | 101 | -2 | -4 | 99 | 102 | -4 | 96 | -4 | -2
CCc1cc(C(=O)OC)c(NC(=O)CC2SC(=NC)N(C)C2=O)s1 (stereo not given) | 90 | 105 | 90 | -2 | 0 | 97 | 87 | -4 | 94 | 2 | 0
Cc1ccc(N2CC(C(=O)NC3=NCCS3)CC2=O)cc1 (stereo not given) | 105 | 107 | 103 | 1 | -1 | 100 | 101 | 0 | 103 | 2 | 1
CC(C)(C)c1ccc(/C=C/C(=O)N2CCCCC2)cc1 | 93 | 94 | 93 | 0 | -2 | 92 | 97 | -6 | 96 | 2 | 2
CCCCNC(=O)c1cc(-c2ccc(OC)c(OC)c2)on1 | 101 | 101 | 99 | -1 | -5 | 98 | 98 | 0 | 98 | 1 | 1
CSCC[C@H](NC(=O)NCCC1=CCCCC1)C(=O)O | 103 | 106 | 100 | 0 | -2 | 99 | 99 | -8 | 99 | 2 | -2
CCOC(=O)C1=C(C)NC2=C(C(=O)OC2)C1c1ccccc1 (stereo not given) | 94 | 100 | 98 | -4 | -2 | 103 | 98 | -5 | 96 | 0 | 0

The listing continues.
SMILES	Cdc42 wt GTP	Rac1 wt modul	HRas wt GTP	Bcl-2 Bim block	Bim-Bcl-B	Rab7 wt modul	Rab2 wt GTP	Bim-Bfl-1	Rac1 act GTP bind	Bcl-W Bim block	Bcl-XL Bim block
CCCCC(=O)NC(Nc1sc2c(c1C(N)=O)CCCC2)(C(=O)OCC)C(F)(F)F (stereo not given)	99	105	104	-5	-20	106	103	8	99	-2	-4
CC(=O)NC(Cc1cccc(F)c1)C(=O)NC1CCN(C(=O)c2cccc(C)c2)CC1 (stereo not given)	95	95	95	0	1	101	97	4	93	0	-1
O=C(O)CCc1ccc(S(=O)(=O)N2CCOCC2)cc1	102	108	101	-5	0	98	103	-10	99	1	-2
CCc1nnc(NC(=O)CN2CCC(O)(c3ccccc3OC)CC2)s1	97	96	98	-2	-2	97	99	-5	96	3	-2
CCOC(=O)c1ccc(CNC(=O)CSc2nc(NC(=O)c3ccccc3)c3c(C)c(C)oc3n2)cc1	102	103	100	-1	-8	101	99	-12	98	1	0
COc1ccc(-n2c(Cc3cccs3)nnc2SCC(=O)Nc2ccc3c(c2)OCCO3)cc1	102	98	100	-6	-11	97	97	-11	92	0	-4
C#CCOCCOCCOCCNc1nc(N2CCN(C(=O)[C@H](CCCCN)n3cc(C(N)CO)nn3)CC2)nc(N2CCN(C(=O)[C@H](CCC(=O)O)n3cc(C(N)[C@H](C)CC)nn3)CC2)n1 (stereo not given in full)	101	100	101	-2	-1	98	99	-5	97	-4	-4
CCOC(=O)N1CCC(O)(c2cc(C)c(C)cc2C)CC1	102	102	101	-8	-7	98	102	-10	101	1	-8
CCCn1cc2c(c1-c1ccc(C)cc1)c(=O)n(C)c(=O)n2C	100	102	100	-1	0	100	100	-2	99	0	1
COc1cc(C(=O)OCC(=O)NCCN2C(=O)CSC2=O)ccc1OCc1c(C)noc1C	97	96	94	0	4	96	96	2	97	-1	-2
O=S(=O)(/N=C(/Nc1ccc(F)cc1F)c1ccccc1)c1ccc(Br)cc1	97	96	97	-2	1	95	98	-3	98	-7	-5
O=C(COc1c(Br)cc(Br)c2cccnc12)Nc1ccccc1F	86	91	88	-3	-1	97	87	-3	90	0	0
O=[N+]([O-])c1cccc(CNCc2ccccc2)c1	101	105	99	-2	0	109	103	-1	95	0	-1
CN(c1ccc(C(=O)Nc2cccc([N+](=O)[O-])c2)cc1)S(C)(=O)=O	98	100	95	-1	0	98	94	1	96	-2	0
O=S(=O)(NCCc1ccccc1)c1cccc2cccnc12	97	99	95	-1	0	101	100	0	92	-2	-4
COCCN(CCOC)C(=O)c1c[nH]c2ccc(S(=O)(=O)N(C)c3ccc(F)cc3)cc2c1=O	101	101	98	-7	-10	101	97	-6	98	-7	-4
COC(=O)C1=C(C)NC(C)=C(C(=O)OC)C1C(=O)OCC(=O)N1c2ccccc2CC1C (stereo not given)	106	109	104	-10	-8	99	106	-20	101	-1	-6

Not a retest: an excerpt of the list.
SMILES	Cdc42 wt GTP	Rac1 wt modul	HRas wt GTP	Bcl-2 Bim block	Bim-Bcl-B	Rab7 wt modul	Rab2 wt GTP	Bim-Bfl-1	Rac1 act GTP bind	Bcl-W Bim block	Bcl-XL Bim block
CN(c1ccc(C(=O)Nc2cccc([N+](=O)[O-])c2)cc1)S(C)(=O)=O	98	100	95	-1	0	98	94	1	96	-2	0
O=S(=O)(NCCc1ccccc1)c1cccc2cccnc12	97	99	95	-1	0	101	100	0	92	-2	-4
COCCN(CCOC)C(=O)c1c[nH]c2ccc(S(=O)(=O)N(C)c3ccc(F)cc3)cc2c1=O	101	101	98	-7	-10	101	97	-6	98	-7	-4
COC(=O)C1=C(C)NC(C)=C(C(=O)OC)C1C(=O)OCC(=O)N1c2ccccc2CC1C (stereo not given)	106	109	104	-10	-8	99	106	-20	101	-1	-6
